# FBW7 activator: human FBW7 E3 ligase activation, primary screen | Q969H0 | AlphaScreen FBW7–phospho-cyclin E peptide binding, activator screen | normalized activity (activation), % at 26.1 µM | 650,000 compounds, 0.13% hits | AID 1259310; in the data active = normalized activity above about 1.9%;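 also: purified mutant Fbw7 with reduced substrate affinity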
# TEAD-YAP inh: TEAD-YAP interaction inhibition; 640,000 compounds, 1.4% hits; HEK-TIYL cells, TEAD-Gal4/YAP UAS-luciferase luminescence; inhibition, % at 9.12 µM; in the data active = inhibition above about 32%;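 also: 0% = median of test compound wells and 100% = reference inhibitor wells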
# MITF inh: human MITF inhibition, primary screen. O75030. AlphaScreen MITF homodimerization, bead proximity signal. inhibition, % at 2.6 µM. 650,000 compounds, 0.91% hits. AID 1259374; in the data active = inhibition above about 50%;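 also: 0% = vehicle wells with protein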
# Target sequence (O75030 whole entry, looked up): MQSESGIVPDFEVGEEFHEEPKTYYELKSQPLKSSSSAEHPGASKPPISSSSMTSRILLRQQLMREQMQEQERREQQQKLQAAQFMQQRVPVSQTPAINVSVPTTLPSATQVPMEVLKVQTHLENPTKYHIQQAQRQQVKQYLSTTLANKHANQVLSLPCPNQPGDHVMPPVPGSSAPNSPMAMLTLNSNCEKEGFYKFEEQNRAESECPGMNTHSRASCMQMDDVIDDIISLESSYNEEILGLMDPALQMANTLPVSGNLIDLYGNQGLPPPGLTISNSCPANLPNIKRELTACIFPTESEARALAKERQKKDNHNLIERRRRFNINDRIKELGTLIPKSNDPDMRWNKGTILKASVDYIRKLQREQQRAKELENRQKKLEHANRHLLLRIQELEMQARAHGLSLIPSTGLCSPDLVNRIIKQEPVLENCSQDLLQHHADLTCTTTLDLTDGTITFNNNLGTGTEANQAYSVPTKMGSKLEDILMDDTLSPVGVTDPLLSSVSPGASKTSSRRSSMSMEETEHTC
# GPR151 ag: activates the human receptor GPR151; Q8TDV0; PathHunter beta-arrestin GPR151 cells, luminescence; activation, % at 11.2 µM; 650,000 compounds, 1% hits; AID 1508602; in the data active = activation above about 4.9%;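 also: 0% = median of compound wells and 100% = cells with positive control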
# Target sequence (Q8TDV0 whole entry, looked up): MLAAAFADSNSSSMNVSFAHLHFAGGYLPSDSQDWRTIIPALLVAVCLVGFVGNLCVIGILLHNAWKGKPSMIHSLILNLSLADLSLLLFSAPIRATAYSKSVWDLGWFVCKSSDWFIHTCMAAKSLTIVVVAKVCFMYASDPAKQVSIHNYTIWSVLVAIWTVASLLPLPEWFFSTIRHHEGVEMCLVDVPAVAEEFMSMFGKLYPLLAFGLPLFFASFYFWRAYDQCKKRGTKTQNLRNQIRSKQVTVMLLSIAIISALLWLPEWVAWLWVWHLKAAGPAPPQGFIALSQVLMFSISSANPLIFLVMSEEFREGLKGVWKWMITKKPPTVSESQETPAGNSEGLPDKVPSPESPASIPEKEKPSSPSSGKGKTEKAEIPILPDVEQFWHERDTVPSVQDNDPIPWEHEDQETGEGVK
# * = called active by the depositor; & = joins results of further samples. Hits appear at their usual frequency; overall some 3.4% were active at least once.
Compound	FBW7 activator	TEAD-YAP inh	MITF inh	GPR151 ag
Cc1cccc(NS(=O)(=O)c2ccc(N=Cc3c(C)[nH]n(-c4cccc(Cl)c4)c3=O)cc2)c1	0.0	-1	14	-2.3
Cc1ccsc1C(=O)C1CCCN(C2CCN(Cc3ccccn3)CC2)C1 (stereo not drawn)	0.1	8	-11	-1.0
Cc1cccc2c(=O)oc(-c3ccc(-c4ccccc4)cc3)nc12	0.1	5	9	-0.6
N#Cc1c(-c2ccccc2)nc(SCC(=O)Nc2nc3ccc([N+](=O)[O-])cc3s2)[nH]c1=O	-0.2	4	-5	-1.5
O=c1ccc2cc(S(=O)(=O)Nc3ccc(F)cc3)ccc2o1	1.0	4	5	2.0
Cc1ccc(NC(=O)C2C3C=CC4(O3)C2C(=O)N(Cc2cccnc2)C4C(=O)NC2CCCC(C)C2C)cc1C (stereo not drawn)	-0.1	10	-10	-1.1
CC(=O)c1ccc(OCC(O)CN2CCN(c3ccccn3)CC2)cc1 (stereo not drawn)	-0.1	3	5	2.4
COc1ccc(-c2cc(-c3ccccc3)c(C#N)c(SCS(=O)Cc3ccc(Cl)cc3)n2)cc1 (stereo not drawn)	0.2	5	5	0.2

# Next results.
Compound	FBW7 activator	TEAD-YAP inh	MITF inh	GPR151 ag
COc1cc(Nc2ccc(NC(=O)c3c(F)cccc3Cl)cc2)nc(C)n1	0.0	5	5	1.9
O=C1CCCC(=O)N1CCS(=O)(=O)N1CCN(c2ccccc2F)CC1	0.2	-4	3	-0.8
O=C(CN1Cc2ccccc2OC(c2ccccc2F)C1)NCc1ccsc1 (stereo not drawn)	-0.1	4	9	0.6
OCCOC1CC2C(Cl)C1NC2(C(F)(F)F)C(F)(F)F (stereo not drawn)	0.2	15	9	-0.6
Cc1ccc(Cc2c(C)nc3c(C(=O)NCc4ccc5c(c4)OCO5)cnn3c2C)cc1	0.1	11	13	-2.7
CC1CCC2C(=O)N(c3ccc(Oc4ccccc4)cc3)C(=O)C2C1 (stereo not drawn)	-0.1	-2	15	0.9
CC(=O)N=c1sccn1CC(O)c1ccccc1 (stereo not drawn)	0.6	8	12	2.3
CN1/C(=C2\C=NN(c3ccccc3)P2(=O)N2CCCCCC2)C(C)(C)c2ccccc21 (stereo not drawn)	-0.2	-1	-7	2.5

# (listing goes on)
Compound	FBW7 activator	TEAD-YAP inh	MITF inh	GPR151 ag
Cc1ccc(S(=O)(=O)N(C)c2ccc(C)c([N+](=O)[O-])c2)cc1	-0.3	3	-2	-0.7
Cc1ccc(-c2nc3cccnc3s2)cc1NS(=O)(=O)c1ccc(F)cc1	0.1	-27	2	2.5
Nc1ccc(N=Cc2ccccn2)cc1[N+](=O)[O-]	-0.4	-6	0	-0.5
CC(=O)N1N=C(c2ccc(C(C)(C)C)cc2)OC12CCCC2	-0.2	-19	-9	1.1
Cc1ccc(-n2c(/C=C\c3cccc(C(F)(F)F)c3)nc3ccccc3c2=O)cc1Cl	-0.1	-5	-14	0.0
Cc1cccn2c(=O)c3cc(C(=O)Nc4cccc(Cl)c4)n(C)c3nc12	-0.1	5	15	0.9
CC1CCN(C(=O)Cn2c(SCC(=O)Nc3nccs3)nc3ccccc32)CC1	0.1	1	-4	-0.1
Cc1ccc(NC(=O)CSc2nnc(-c3ccncc3)n2N)cc1F	-0.1	1	0	1.3

# Record cards, as listed above. Order of screens: FBW7 activator	TEAD-YAP inh	MITF inh	GPR151 ag
# `CC(=O)N1N=C(c2ccc(C(C)(C)C)cc2)OC12CCCC2` in the list: -0.2	-19	-9	1.1
# `Cc1ccc(NC(=O)C2C3C=CC4(O3)C2C(=O)N(Cc2cccnc2)C4C(=O)NC2CCCC(C)C2C)cc1C` (stereo not drawn) in the list: -0.1	10	-10	-1.1
# `Cc1cccn2c(=O)c3cc(C(=O)Nc4cccc(Cl)c4)n(C)c3nc12` in the list: -0.1	5	15	0.9
# `N#Cc1c(-c2ccccc2)nc(SCC(=O)Nc2nc3ccc([N+](=O)[O-])cc3s2)[nH]c1=O` in the list: -0.2	4	-5	-1.5
# `Cc1cccc(NS(=O)(=O)c2ccc(N=Cc3c(C)[nH]n(-c4cccc(Cl)c4)c3=O)cc2)c1` in the list: 0.0	-1	14	-2.3

# (continued)
Compound	FBW7 activator	TEAD-YAP inh	MITF inh	GPR151 ag
Cc1ccc(N2C(=O)CC3(CC(Cl)N=N3)C2=O)cc1Cl (stereo not drawn)	1.8	-5	19	-0.2
CCCCC(C(=O)OC)N1C(=O)c2cc(Cl)c(Cl)cc2C1=O (stereo not drawn)	0.0	-1	-2	7.6*
O=C(O)CCC(=O)N1CCN(c2cccc(Cl)c2)CC1	-0.1	16	6	-0.6
CCC(OC(=O)C1CC(=O)N(c2ccc(OC)cc2)C1)C(=O)c1ccccc1 (stereo not drawn)	-0.1	6	8	1.4
COCc1ccc([C@@H]2C[C@H]3CN(Cc4ccccc4C)C(=O)[C@]34CCCN24)o1	0.3	-9	18	-2.5
O=[N+]([O-])c1ccc(N2CCN(S(=O)(=O)Cc3ccccc3)CC2)c(Cl)c1	-0.4	4	0	-1.5
CCCS(=O)(=O)c1c(S(=O)(=O)CCC)c2cnccn2c1C(=O)c1ccc(CC)cc1	-0.1	-6	-1	0.0
O=C(O)CCC(=O)Nc1ccc(-c2ccc([N+](=O)[O-])cc2)cc1	0.2	1	1	-1.0

# Later entries
Compound	FBW7 activator	TEAD-YAP inh	MITF inh	GPR151 ag
Clc1ccc(-c2cnc3ccc(NCc4ccncc4)nn23)cc1	-0.4	0	-17	2.1
CCOC(=O)c1[nH]c(C)c(C(=O)N(CC)c2cccc(C)c2)c1C	0.0	-6	-2	-1.0
Cc1cccc(-n2ncc3c(N4CCc5ccccc54)ncnc32)c1	-0.2	-4	3	-0.2
CC(=O)N1CCc2cc(C(O)CN3CCN(c4ccc(F)cc4)CC3)ccc21 (stereo not drawn)	-0.1	-5	10	-1.3
COc1cccc(NC(=O)C(OC(=O)c2[nH]c(C)c(C(C)=O)c2C)c2ccccc2)c1 (stereo not drawn)	0.0	6	-3	-0.1
O=C1C(=O)N(CC2CCCO2)C(c2ccco2)/C1=C(/O)c1ccc(Cl)cc1 (stereo not drawn)	-0.3	-17	53*	0.5
O=C1OC(/C=C/c2ccccc2)=NC/1=C/c1ccc(Br)cc1	0.0	-1	-3	-0.9
CCOC(=O)CN1C(=O)S/C(=C/c2ccc(C(C)(C)C)cc2)C1=O	0.2	-7	13	3.3

# (more compounds)
Compound	FBW7 activator	TEAD-YAP inh	MITF inh	GPR151 ag
CC(C)(C)SCC(O)Cn1c2ccc(Cl)cc2c2cc(Cl)ccc21 (stereo not drawn)	0.1	-32	20	-0.5
CC1CCCCC1NC(=O)CCNS(=O)(=O)c1ccc(Cl)cc1 (stereo not drawn)	0.3	7	12	-0.9
COc1cc(CNC(=O)c2nccc3ccccc23)cc(OC)c1	-0.1	-2	1	1.5
Cc1nc(NCc2cnn(C)c2C)sc1-c1ccn(CCc2cccs2)n1	0.8	-7	19	-0.2
O=C(c1ccc([N+](=O)[O-])cc1)N1CCn2cccc2C1c1ccccc1 (stereo not drawn)	0.6	10	22	2.5
Cc1ccn(C(=O)C(C)Oc2ccc(Cl)cc2Cl)n1 (stereo not drawn)	-0.1	-4	6	-0.2
COc1ccccc1Oc1ccc(S(=O)(=O)NC(Cc2ccccc2)C(=O)O)cc1 (stereo not drawn)	0.1	10	4	0.3
O=C(Nc1cc(C(F)(F)F)ccc1N1CCCCC1)c1ccc(=O)[nH]c1	0.0	-6	1	-1.4

# More results
Compound	FBW7 activator	TEAD-YAP inh	MITF inh	GPR151 ag
Cc1ccc2nc(/N=C(\N)NC(=O)Cc3ccc(Cl)cc3)nc(C)c2c1	0.5&1.2	8&-11	11&20	-2.1&-1.2
COc1ccc(-c2nc3ccccc3c(=O)n2NC(=O)Cc2ccc([N+](=O)[O-])cc2)cc1	-0.1	-10	-4	0.8
CCOc1ccc(N(CC(=O)Nc2cccc(Cl)c2)S(C)(=O)=O)cc1	0.8	-11	-4	-0.4
COc1ccccc1N1Cc2ccccc2C1	0.3	8	22	-0.8
CC1=C(C(=O)OC2CCCCC2)C(c2ccc([N+](=O)[O-])cc2)NC(=O)N1 (stereo not drawn)	0.1	-4	21	0.6
CC1=C(C(=O)Nc2ccccc2)C(c2cccs2)C(C#N)=C(SCC(=O)Nc2ccccc2)N1 (stereo not drawn)	0.1	-6	0	-0.9
COc1ccc(C2c3[nH]c4ccccc4c3CCN2C(=O)C(C)(C)O)cc1C (stereo not drawn)	-0.2	-1	-7	-0.6
O=C1c2ccccc2NC2(C(=O)Nc3ccccc32)N1C1CCCCC1 (stereo not drawn)	0.0	-3	4	-0.5

# Following part.
Compound	FBW7 activator	TEAD-YAP inh	MITF inh	GPR151 ag
COc1ccc(Cl)cc1-c1noc(COc2ccccc2)n1	0.1	6	3	-1.5
CCOC(CNC(=O)c1cc(S(=O)(=O)N2CC(C)CC(C)C2)ccc1Sc1ccc(Br)cc1)OCC (stereo not drawn)	-0.3	-5	-6	-1.1
Cc1ccc(N(CC(=O)NCc2ccc(F)cc2)C(=O)c2ccco2)cc1	-0.1	3	8	-0.2
CC(=O)c1cccc(NC(=O)COc2ccc(S(=O)(=O)NCc3ccccc3)cc2)c1	0.5	21	1	0.1
Cc1ccc(S(=O)(=O)N/N=C/c2cc([N+](=O)[O-])ccc2O)cc1	0.1	-14	-9	1.9
Cc1nc(N)sc1-c1csc(NCc2ccccc2)n1	-0.9	-3	-5	1.7
Clc1cccc(N2CCN(c3nc(Cl)nc(Nc4ccc(Br)cc4)n3)CC2)c1	0.0	6	-7	0.0
COc1ccc(CC(=O)N2CCCSC2=Nc2ccc(C(C)=O)cc2)cc1	0.3	-26	15	0.9

# (cont.)
Compound	FBW7 activator	TEAD-YAP inh	MITF inh	GPR151 ag
CN(C)c1ccc(C=Nc2ccccc2O)cc1	0.2	0	31	-0.3
CN(C)c1ccc(C2C=C(Nc3ccc(F)cc3)C(=O)N2c2ccc(F)cc2)cc1 (stereo not drawn)	0.1	-15	13	1.0
CCOC(=O)C1CCN(C(=O)c2cc3nc(-c4ccc(OC)c(OC)c4)cc(C(F)(F)F)n3n2)CC1	0.2	-1	-10	-0.3
CCCCOC(=O)Cn1c(=O)c2c(nc(Br)n2Cc2ccccc2)n(C)c1=O	0.0	4	-4	-0.4
O=C1C=CC2(O)OCCN(CCO)C2=C1 (stereo not drawn)	-0.2	0	41	0.6
C=CCN(CC=C)S(=O)(=O)c1ccc(C(=O)Nc2sc3c(c2C(=O)OCC)CCC3)cc1	0.2	-7	2	-0.4
CC(C(=O)O)n1c2ccccc2c2cn[nH]c(=O)c21 (stereo not drawn)	0.2	10	8	0.1
N#CC1=C(N)Oc2c(sc3ccccc23)C1c1ccco1 (stereo not drawn)	-0.6	-15	9	0.6

# The list goes on:
Compound	FBW7 activator	TEAD-YAP inh	MITF inh	GPR151 ag
CC1CSc2n(-c3cccc(C(F)(F)F)c3)cc(-c3ccccc3)[n+]21 (stereo not drawn)	-0.1	15	12	1.0
Oc1ccc(/C=N/NC(=S)N/N=C/c2ccc(O)cc2O)c(O)c1	-0.1	-27	-6	-1.7
COc1ccc(NC(=O)COc2ccc(/C=N/NC(=O)CC(C)C)cc2)cc1	0.1	-12	3	0.6
CC(Sc1nc(N)cc(=O)[nH]1)C(=O)Nc1ccccc1 (stereo not drawn)	0.1	-3	3	1.3
COCCNC(=S)N/N=C/c1ccc(OCc2ccc(C(=O)OC)cc2)cc1	0.1	4	2	0.1
O=S(=O)(c1ccc(F)c(F)c1)N1CCCCCCC1	0.1	4	-1	-1.5
COc1cc(/C=C\[N+](=O)[O-])ccc1OCc1ccc(C(=O)O)o1	0.0	6	10	0.5
COc1cc(N2CCCC2)ccc1/C=C1/NC(=O)N(c2cccc(Cl)c2)C1=O	0.0	-5	23	-0.1

# More structures:
Compound	FBW7 activator	TEAD-YAP inh	MITF inh	GPR151 ag
Cc1ccccc1-c1nc2cc(NC(=O)Cc3ccc(Cl)cc3)ccc2o1	0.0	-4	5	0.0
O=C(Cn1cnc2sc3c(c2c1=O)CCCC3)NCC(=O)Nc1ccc(F)cc1Cl	0.4	11	-1	1.0
COc1cccc(C2C(C(=O)OCc3ccccc3)=C(C)NC3=C2C(=O)CC(C)(C)C3)c1OC (stereo not drawn)	0.1	-7	-2	0.0
N#CC1=C(SCC(=O)Nc2ccccc2)NC(=O)CC1c1ccccc1[N+](=O)[O-] (stereo not drawn)	0.0	-6	9	1.9
O=C(COC(=O)c1ccc2c(c1)C(=O)N(c1ccccc1)C2=O)c1ccccc1	0.4	5	-6	0.8
O=C(CN1C(=O)/C(=C\c2ccc(Cl)cc2)Sc2ccccc21)NCCN1CCCC1	-0.2	-13	-20	0.2
Cn1c(=O)[nH]c(=O)c2c1nc(N1CCC(C(N)=O)CC1)n2CCCc1ccccc1	0.0	-13	-2	-1.2
COc1ccc(C2CC(=O)C3=C(C2)Nc2ccccc2N(C(C)=O)C3c2ccc(C(C)(C)C)cc2)cc1 (stereo not drawn)	0.0	10	1	-0.1

# More records.
Compound	FBW7 activator	TEAD-YAP inh	MITF inh	GPR151 ag
COCCOC1CCN(C(=O)Cn2nnnc2CN2CCCCCC2)CC1	-0.1	6	0	-0.2
O=C(NCC1CCCO1)c1ncoc1-c1ccc(Cl)cc1 (stereo not drawn)	0.8	-29	19	-0.9
CC(=O)c1cccc(-c2nc3c(NCCO)ncnc3n2C(C)C)c1	0.1	3	18	-3.3
O=C1NCCN(CC2CCCCC2)C1CC(=O)N1CCC(N2CCSCC2)CC1 (stereo not drawn)	0.1	-4	2	1.5
